From PubChem
Growth percent in the NCI-60 one-dose screen (48 h, 10 µM unless noted): 100 = growth as untreated, 0 = no growth, -100 = all killed.
SN12C – SN12C renal cancer cells; 81,000 compounds, 3.8% hits; AID 1794767
TK-10 – TK-10 renal cancer cells; 81,000 compounds, 3.9% hits; AID 1794769
UO-31 – UO-31 renal cancer; AID 1794768; 81,000 compounds, 5.2% hits
786-0 – 786-0 renal cancer cells. 81,000 compounds, 5.1% hits. AID 1794775
OVCAR-4 – OVCAR-4 ovarian cancer cells; 80,000 compounds, 3.7% hits; AID 1794784
IGROV1 – IGROV1 ovarian cancer. 79,000 compounds, 4.7% hits
OVCAR-5 – OVCAR-5 ovarian cancer. 82,000 compounds, 2.9% hits
SK-OV-3 – SK-OV-3 ovarian cancer cells; 80,000 compounds, 3.2% hits
Numbers without * were called inactive; · = no result given; & = joins results of further samples; [ ] = dose if it differs, or a comment. Rule for the calls: active = growth percent below 10; inactive = the rest. Compounds were not picked by outcome; overall some 8.7% were active at least once.

1: C=C(Br)c1ccc2c(c1)OCO2
2: CC1(C)Nc2cccc3cccc(c23)N1
3: COc1cc(-c2ccc(N=Nc3c(S(=O)(=O)O)cc4cc(N)ccc4c3O)c(OC)c2)ccc1N=Nc1cc(S(=O)(=O)O)c2ccccc2c1O
4: CCc1c2c(c(C)c3c1oc1cc(OC)ccc13)C(=O)N(N)C2=O
5: O=C1NC2(CCCCC2)OC12CCCCC2
6: O=C1C=CC(=Nc2cc(Br)c(O)c(Br)c2)C=C1Br
7: CC(=O)c1cc2c(cc1Cl)C(C)(C)CCC2(C)C
8: CN1CCC2CC1c1cc(-c3ccc(C(F)(F)F)cc3)ccc12 (stereo not given)
9: COc1ccc(/C=N/NC(=O)c2c(N)nn(C)c2Nc2ccccc2)cc1
10: CC(C)C(C(=O)NCCc1ccc(O)cc1)N1C(=O)/C(=C/c2ccc(Br)cc2)SC1=S (stereo not given)
Compound | 1 | 2 | 3 | 4 | 5 | 6 | 7 | 8 | 9 | 10
SN12C | 97 | 109 | 105 | 101 | 108 | 93 | 94 | 88 | 58 | 95
786-0 | 107 | 106 | 99 | 98 | 106 | 107 | 97 | 96 | 58 | 99
SK-OV-3 | 111 | 108 | 103 | 107 | 99 | 103 | 101 | 97 | 50 | 117
IGROV1 | 107 | 105 | 97 | 103 | 114 | 70 | · | 93 | 40 | 83
UO-31 | 85 | 89 | 84 | 85 | 96 | 71 | 92 | 83 | 51 | 74
OVCAR-4 | 100 | 95 | 102 | 120 | 118 | 121 | 104 | 93 | 87 | 98
OVCAR-5 | · | 90 | 112 | 100 | 98 | 101 | 94 | 89 | 77 | 104
TK-10 | 110 | 122 | 103 | 115 | 107 | 130 | 104 | 113 | 89 | 98

11: O=C1/C(=C/c2cc(O)ccc2O)Oc2cc(O)ccc21
12: Cc1ccc[nH]c1=O
13: Cn1cc(-c2nc(N)nnc2-c2ccccn2)c2ccccc21
14: CC1(C)NCCC[C@]2(C)[C@H]3CC=C4[C@@H]5C[C@](C)(C(N)=O)CC[C@]5(C)CC[C@@]4(C)[C@]3(C)CC[C@@H]12
15: ClC1c2cccc3cccc(c23)C1Cl (stereo not given)
16: COc1ccc(-c2ccnc3c(C#N)c(SC)nn23)cc1
17: O=c1ccn(Cc2cn(-c3cc4ccccc4oc3=O)nn2)c(=O)[nH]1
18: CC(C)=CCC[C@](C)(O)[C@H]1CC[C@]2(C)[C@@H]1CC[C@@H]1[C@@]3(C)C/C(=C/c4ccccc4)C(=O)C(C)(C)[C@@H]3CC[C@]12C
19: O=P(O)(O)c1cc(-c2ccccc2)oc1-c1ccccc1
20: CC(=O)c1c2c(c3ccc4c5ccccc5ccc4n13)C(=O)c1ccccc1C2=O
Compound | 11 | 12 | 13 | 14 | 15 | 16 | 17 | 18 | 19 | 20
SN12C | 110 | 101 | 98 | 89 | 101 | 94 | 95 | 91 | 97 | 90
786-0 | 100 | 100 | 99 | 79 | 113 | 96 | 101 | 92 | 108 | 79
SK-OV-3 | · | 110 | 99 | 101 | 103 | 91 | 86 | 98 | 101 | 97
IGROV1 | 112 | 136 | 80 | 84 | · | 92 | 91 | 101 | 130 | 85
UO-31 | 99 | 108 | 72 | 78 | · | 85 | 83 | 67 | 85 | 59
OVCAR-4 | 110 | 107 | 94 | 80 | 116 | 92 | 117 | 89 | 103 | 85
OVCAR-5 | 106 | 109 | 94 | 87 | 104 | 98 | 98 | 102 | 83 | 115
TK-10 | 105 | 105 | 136 | 99 | 108 | 99 | 111 | 64 | 118 | 118

Whole records, quoted from the list. Screens in order: SN12C, 786-0, SK-OV-3, IGROV1, UO-31, OVCAR-4, OVCAR-5, TK-10
`COc1ccc(-c2ccnc3c(C#N)c(SC)nn23)cc1` as listed: 94, 96, 91, 92, 85, 92, 98, 99
`O=C1/C(=C/c2cc(O)ccc2O)Oc2cc(O)ccc21` as listed: 110, 100, ·, 112, 99, 110, 106, 105
`CC1(C)NCCC[C@]2(C)[C@H]3CC=C4[C@@H]5C[C@](C)(C(N)=O)CC[C@]5(C)CC[C@@]4(C)[C@]3(C)CC[C@@H]12` as listed: 89, 79, 101, 84, 78, 80, 87, 99
`O=c1ccn(Cc2cn(-c3cc4ccccc4oc3=O)nn2)c(=O)[nH]1` as listed: 95, 101, 86, 91, 83, 117, 98, 111
`O=P(O)(O)c1cc(-c2ccccc2)oc1-c1ccccc1` as listed: 97, 108, 101, 130, 85, 103, 83, 118

(more compounds)
21: CCc1nnc(NC(=O)c2cc(-c3cc(Cl)ccc3Cl)oc2C)s1
22: O=C(Cc1ccccc1)NC1CCCCC1
23: CC/C(Cc1ccccc1)=C(/c1ccc(O)cc1)c1ccc(OCCN2CCCC2)cc1
24: Fc1ccc2cc(Cc3nnc(Cc4cc5ccc(F)cc5[nH]4)n3CCCc3cnc[nH]3)[nH]c2c1
25: COC(=N)CCCCC(=N)OC
26: CC(C)(C)CC(C)(C)C1=CC(=O)C(C(C)(C)CC(C)(C)C)=CC1=O
27: CN1CCN(c2ccc(Nc3ncc4[nH]c(=O)n(Cc5ccccc5N)c4n3)cc2)CC1
28: COc1cc(/C=C/C(=O)Nc2ccccc2NC(=O)c2ccc(C(F)(F)F)cc2)cc(OC)c1OC
29: CSc1nc(O)c(Nc2ccc(Cl)cc2)c(=O)[nH]1
30: Cc1c(Cc2ccccc2)sc2nc(=O)c3cn(C)nc3n12
Compound | 21 | 22 | 23 | 24 | 25 | 26 | 27 | 28 | 29 | 30
SN12C | 64 | 104 | -12* | 110 | 97 | · | 86 | 87 | 96 | 110
786-0 | 47 | 105 | -84* | 107 | 102 | 102 | 84 | 91 | 116 | 96
SK-OV-3 | 69 | 111 | 63 | 85 | 112 | 107 | 81 | 100 | 109 | 106
IGROV1 | 69 | 109 | 14 | 100 | 98 | 98 | 78 | 88 | 95 | 106
UO-31 | 43 | 94 | -80* | 82 | 93 | 97 | 62 | 66 | 76 | 79
OVCAR-4 | 23 | 106 | -6.3* | 96 | 116 | 103 | 94 | 57 | · | 104
OVCAR-5 | 91 | 99 | 20 | 125 | 100 | 92 | 79 | 102 | 90 | 102
TK-10 | 61 | 104 | 13 | 141 | 112 | 95 | 86 | 104 | 112 | 96

The final three compounds of the section before come first, to join the parts.
28: COc1cc(/C=C/C(=O)Nc2ccccc2NC(=O)c2ccc(C(F)(F)F)cc2)cc(OC)c1OC
29: CSc1nc(O)c(Nc2ccc(Cl)cc2)c(=O)[nH]1
30: Cc1c(Cc2ccccc2)sc2nc(=O)c3cn(C)nc3n12
31: COC(=O)CCC(=O)Nc1cccc(C(F)(F)F)c1
32: Cc1csc(NC(c2ccc(Br)cc2)c2c(C)nc3ccccn23)n1 (stereo not given)
33: COc1ccc(NC(=O)Cn2cc(COn3nnc4ccccc43)nn2)cc1
34: N#CC(C(=O)O)=C1CCCCCC1
35: COC(=O)C(=Cc1ccccc1[N+](=O)[O-])C(=O)OC
36: CCOC(=O)c1nn(-c2ccccc2)c(=O)c2c(N)c(C#N)c(-c3ccccc3)cc12
37: CCNC(=S)NNC(=O)c1ccc2nc(-c3ccc(Cl)cc3)[nH]c2c1
38: CSCCC(NS(=O)(=O)Cc1ccccc1)C(=O)O (stereo not given)
39: CCCCCCCC(=O)SCC/C=C/[C@@H]1CC(=O)NCc2cc(ccn2)C2=N[C@@](C)(CS2)C(=O)N[C@@H](C(C)C)C(=O)O1
40: CSc1nc(N)nc(N)n1
Compound | 28 | 29 | 30 | 31 | 32 | 33 | 34 | 35 | 36 | 37 | 38 | 39 | 40
SN12C | 87 | 96 | 110 | 98 | 95 | 98 | 93 | 51 | 96 | 90 | 103&97 | 22 | 102
786-0 | 91 | 116 | 96 | 111 | 90 | 104 | 94 | 41 | 104 | 107 | 99&104 | 12 | 105
SK-OV-3 | 100 | 109 | 106 | 92 | 85 | 99 | 99 | 70 | 103 | 100 | 96&105 | -23* | 103
IGROV1 | 88 | 95 | 106 | 111 | 86 | 105 | 105 | 38 | 104 | 86 | 113&110 | -9.0* | 101
UO-31 | 66 | 76 | 79 | 93 | 56 | 81 | 92 | 31 | 95 | 94 | 89&96 | -10* | 90
OVCAR-4 | 57 | · | 104 | 99 | 81 | 102 | · | 22 | 104 | 95 | 106&102 | 11 | 106
OVCAR-5 | 102 | 90 | 102 | 109 | 88 | 103 | 101 | 57 | 102 | 97 | 109&101 | 2.8* | 104
TK-10 | 104 | 112 | 96 | 107 | 116 | 118 | 95 | 15 | 96 | 164 | 97&106 | -16* | 94

41: Nc1nc(Nc2ccccc2)c(C=Nc2ccccc2)c(=O)[nH]1
42: O=C1c2cccc(NCCN=Cc3cc(O)ccc3O)c2C(=O)c2c(NCCN=Cc3cc(O)ccc3O)cccc21
43: CC(C)C1CCC(OC(=O)c2ccccc2Cl)CC1 (stereo not given)
44: Fc1ccccc1-c1ccccc1
45: O=S(=O)(CBr)c1ccccc1
46: Cn1ncc2c(Cl)ncnc21
47: NNC(=O)Oc1cccc2ccccc12
48: Cc1[nH]c(=O)c(C#N)c2c1CCCC2
49: Clc1nnc2ccc(Oc3cccc(-c4ccc(OCc5ccccc5)cc4)c3)nn12
50: CN1CCN(CCCNC(=O)c2c3c(n4ccccc24)C(=O)c2ncccc2C3=O)CC1
Compound | 41 | 42 | 43 | 44 | 45 | 46 | 47 | 48 | 49 | 50
SN12C | 91 | -25* | 102 | 111 | 102 | 104 | 85 | 96 | 85 | -49*
786-0 | 93 | 0.3* | 99 | 104 | 99 | 103 | 109 | 102 | 72 | 28
SK-OV-3 | 86 | 73 | · | 106 | 105 | 96 | 95 | 113 | 110 | 29
IGROV1 | 48 | -6.0* | 103 | 114 | 105 | 111 | 86 | 107 | 98 | -25*
UO-31 | 61 | -18* | 94 | 95 | 98 | 97 | 51 | 84 | 54 | 32
OVCAR-4 | 95 | -47* | 96 | 109 | 109 | 103 | 111 | 109 | 85 | -100*
OVCAR-5 | 91 | -28* | 107 | 106 | 100 | 107 | 109 | 97 | 98 | 39
TK-10 | 116 | -12* | 106 | 104 | 102 | 102 | 98 | 106 | 77 | 57

51: CCCCCC(C)(CC(=O)O)CC(=O)O
52: CC(=O)[C@@H]1CC[C@]2(C(=O)n3ccnc3)CC[C@]3(C)[C@H](CC[C@@H]4[C@@]5(C)Cc6c([nH]c7ccccc67)C(C)(C)[C@@H]5CC[C@]43C)[C@@H]12
53: CC(Cc1ccccc1)N=C(N)N (stereo not given)
54: COc1cc(Cn2c(SCCC(=O)Nc3cc(OC)c(OC)c(OC)c3)nc3ccccc3c2=O)cc(OC)c1OC
55: Cc1cnc(Nc2ccc(N3CCN(C)CC3)cc2)nc1Nc1ccc(Cl)c(NS(=O)(=O)C(C)(C)C)c1
56: CC(C)C1(Cl)CC=C(CC(Cl)(Cl)Cl)CC1 (stereo not given)
57: O=C(O)c1cc2ccccc2cc1Nc1ccccc1
58: CC1=NN(c2ccccc2)C(=O)C1CCC#N (stereo not given)
59: COc1cc(NC(C)CCCN)c2ncccc2c1Oc1ccc(Cl)cc1 (stereo not given)
60: COc1c(O)c(O)cc2c3c(oc12)CC(C(C)C)CC3=O (stereo not given)
Compound | 51 | 52 | 53 | 54 | 55 | 56 | 57 | 58 | 59 | 60
SN12C | 110 | 94 | 105 | 82 | 34 | 101[5 µM] | 101 | 96 | 77 | 85
786-0 | 107 | 94 | 98 | 92 | -30* | 105[5 µM] | 101 | 104 | 67 | 62
SK-OV-3 | 114 | 98 | 84 | 98 | -7.0* | 110[5 µM] | 106 | 104 | 99 | 79
IGROV1 | 110 | 43 | 87 | 78 | 6.8* | 112[5 µM] | · | 123 | 65 | 59
UO-31 | 98 | 64 | 87 | 52 | -21* | 95[5 µM] | 83 | 88 | 41 | 50
OVCAR-4 | 104 | 85 | 94 | 74 | 28 | 111[5 µM] | 97 | 99 | 56 | 73
OVCAR-5 | 97 | 105 | 112 | 93 | 20 | 107[5 µM] | 91 | 100 | 85 | 112
TK-10 | 111 | 102 | · | 92 | 0.4* | 102[5 µM] | 127 | 109 | 101 | 122

61: OCc1cnccc1NC1CCCCC1
62: COc1ccc(-c2ccc(SCC(=O)Nc3ccc(S(N)(=O)=O)cc3)nn2)cc1
63: O=C1[C@@H]2Cc3c([nH]c4ccccc34)[C@@H](c3ccc(Cl)cc3)N2C(=O)CN1C1CCN(CC2CCCCC2)CC1
64: CCOC(=O)/C=C/COC(=O)[C@H](C)NC(=O)[C@@H]1CCCN1C(=O)CNC(=O)C(C)(C)C
65: N#CC1(C#N)C(c2ccc([N+](=O)[O-])o2)OC23CCCCC2C1(C#N)C(=N)O3 (stereo not given)
66: CN(C)Cc1cc(C(C)(C)CC(C)(C)C)ccc1O
Compound | 61 | 62 | 63 | 64 | 65 | 66
SN12C | 115 | 97 | 89 | 104 | 94 | ·
786-0 | 95 | 98 | 99 | 104 | 107 | 93
SK-OV-3 | 87 | 117 | 84 | 113 | 105 | 95
IGROV1 | 110 | 107 | 59 | 112 | 110 | 86
UO-31 | 88 | 90 | 53 | 86 | 95 | 76
OVCAR-4 | 106 | 113 | 93 | 121 | 111 | 86
OVCAR-5 | 110 | 108 | 100 | 110 | 113 | 99
TK-10 | · | 113 | 152 | 105 | 100 | 100
